Growth percent in the NCI-60 one-dose screen (48 h, 10 µM unless noted): 100 = growth as untreated, 0 = no growth, -100 = all killed.
HS 578T = HS 578T breast cancer. actives 4.1% (n = 78,000)
UACC-62 = UACC-62 melanoma; actives 5.4% (n = 81,000)
LOX IMVI = LOX IMVI melanoma | actives 7.4% (n = 79,000)
T-47D = T-47D breast cancer; actives 5% (n = 79,000); AID 1794792
SK-MEL-2 = SK-MEL-2 melanoma | actives 4.7% (n = 77,000) | AID 1794763
UACC-257 = UACC-257 melanoma | actives 4.4% (n = 78,000) | AID 1794764
MALME-3M = MALME-3M melanoma; actives 5.8% (n = 78,000); AID 1794766
BT-549 = BT-549 breast cancer; actives 4.4% (n = 78,000); AID 1794793
Active calls of the source: *; x = not tested or not shown; & = joins results of further samples; [ ] = remark or other dose. How the source made its calls: active means growth percent below 10; inactive means the rest.

The opening 2 compounds, ahead of the listing:
No.	compound	HS 578T	UACC-62	LOX IMVI	T-47D	SK-MEL-2	UACC-257	MALME-3M	BT-549
1	Cc1[nH]c(-c2cc(N)ccc2Cl)c2c1C(=O)CCCC2	7.4*	16	3.6*	20	31	19	32	50
2	CC(=O)Cc1nsc(NC(=O)c2ccc(COc3cccc(C)c3)o2)n1	100	94	x	85	103	101	106	100

The listing, previewed entries included:
No.	compound	HS 578T	UACC-62	LOX IMVI	T-47D	SK-MEL-2	UACC-257	MALME-3M	BT-549
1	Cc1[nH]c(-c2cc(N)ccc2Cl)c2c1C(=O)CCCC2	7.4*	16	3.6*	20	31	19	32	50
2	CC(=O)Cc1nsc(NC(=O)c2ccc(COc3cccc(C)c3)o2)n1	100	94	x	85	103	101	106	100
3	S=c1sc(-c2ccccc2)nn1-c1ccccc1	106	83	98	91	106	113	113	108
4	CCCCC1(CC)COC(C)(c2ccccc2)OC1 (configuration not stated)	101	100	98	108	106	106	108	112
5	COC(=O)CCCCCCN=Cc1c(O)c(O)c(C(C)C)c2cc(C)c(-c3c(C)cc4c(C(C)C)c(O)c(O)c(C=NCCCCCCC(=O)OC)c4c3O)c(O)c12	20	18	21	21	25	x	69	39
6	O=C(CSCc1ccccc1)c1ccccc1	106	94	109	100	102	111	93	85
7	Clc1ccccc1/C=N/N=C/c1ccccc1Cl	96	97	94	71	133	104	103	95
8	O=C1CCC(NNS(=O)(=O)c2ccccc2)N1 (configuration not stated)	92	96	97	103	107	106	94	124
9	O=C1CN(Cc2ccc3c(c2)OCO3)NO1	102&111	92&103	109&111	87&107	148&109	107&101	100&93	107&111
10	COc1nc(Cl)nc(OC)n1	106	98	95	98	90	88	100	102
11	Fc1ccc(Nc2nc3nonc3nc2Nc2ccc(F)cc2)cc1	-1.9*	4.0*	2.7*	x	-26*	-13*	2.0*	x
12	O=C1/C(=C/c2ccc([N+](=O)[O-])cc2)CN(C(=O)CCN2CCC(=NO)CC2)C/C1=C\c1ccc([N+](=O)[O-])cc1	23	-52*	-83*	10	2.8*	-4.9*	-20*	-41*
13	O=C(COc1ccc(Cl)cc1Cl)OCCCOc1ccc(Cl)cc1Cl	119	108	94	88	98	115	99	95
14	Cc1ccc(S(=O)(=O)NCCNc2nccc(-c3c(-c4cccc(F)c4)nc4occn34)n2)cc1	90	69	68	57	97	x	79	87
15	COc1ccc2cc1Oc1ccc(cc1)C[C@H]1c3c(cc4c(c3Oc3cc5c(cc3OC)CCN(C)[C@@H]5C2)OCO4)CCN1C	-6.4*	34	-42*	115	70	-78*	-46*	52
16	Cn1cc(/C=C\C(=O)O)c2nccnc21	91	95	97	105	117	105	86	112
17	Cc1cccc(C)c1OCc1nnc(SCC(=O)O)n1-c1c(C)cccc1C	104	105	93	99	116	112	x	99
18	Cc1c(C(=O)N2CCN(c3ccccc3)CC2)nn(-c2ccc(Cl)cc2)c1-c1ccc(Cl)cc1	107	68	87	59	76	88	88	91
19	CCOC(=O)c1c(C)oc(=O)c(CC)c1O	106	109	105	101	112	91	107	108
20	O=c1cc(-c2ccccc2)nc2sc(-c3c[nH]c4ccc(Br)cc34)nn12	113	87	102	75	x	x	104	108
21	CC(=O)Nc1ccc(-n2cnc3ccc(-c4ccc(O)cc4)cc32)cc1	8.6*	46	x	48	51	67	50	51
22	Clc1ccc(/C=C/c2cc(/C=C/c3c(Cl)cccc3Cl)nc3ccccc23)cc1	x	81	x	84	120	108	106	112
23	COc1cc2ncnc(Nc3ccc(S(=O)(=O)Nc4nccs4)cc3)c2cc1OCCCN1CCCCC1	113	104	99	99	105	102	100	126
24	CC1=C(C)C(=O)OC([C@](C)(O)[C@]2(O)CC[C@@]3(O)[C@@H]4C[C@H]5O[C@]56CC=CC(=O)[C@]6(C)[C@H]4CC[C@]23COC(=O)c2ccc(C)o2)C1 (some centres not stated)	3.5*	-83*	-95*	-57*	-63*	-59*	-85*	-49*
25	Cc1ccc2c(C(C[N+](=O)[O-])c3ccccc3)c(-c3ccccc3)[nH]c2c1 (configuration not stated)	2.0*[9.5 µM]	38[9.5 µM]	28[9.5 µM]	16[9.5 µM]	1.0*[9.5 µM]	28[9.5 µM]	45[9.5 µM]	48[9.5 µM]
26	O=[N+]([O-])c1cccc(C[P+](c2ccccc2)(c2ccccc2)c2ccccc2)c1	x	75	81	65	76	65	70	87
27	ClCCOCCOc1ccc(C2CCCCC2)cc1	101	99	107	97	102	91	x	95
28	COc1ccc(C2=C(c3ccc(OC)cc3)C3(c4ccccc4)C(=O)C2(c2ccccc2)C2C(=O)N(c4ccc(C)cc4)C(=O)C23)cc1 (configuration not stated)	100	89	96	80	95	108	110	103
29	NNC(=O)c1ccc(C(=O)NN)cc1	98	98	102	133	122	95	98	x
30	COc1ccc(C(=O)Nc2ccc(N(C)C)cc2)cc1	113	99	104	95	83	76	90	89

4 records picked at random from those above:
No.	compound	HS 578T	UACC-62	LOX IMVI	T-47D	SK-MEL-2	UACC-257	MALME-3M	BT-549
10	COc1nc(Cl)nc(OC)n1	106	98	95	98	90	88	100	102
17	Cc1cccc(C)c1OCc1nnc(SCC(=O)O)n1-c1c(C)cccc1C	104	105	93	99	116	112	x	99
30	COc1ccc(C(=O)Nc2ccc(N(C)C)cc2)cc1	113	99	104	95	83	76	90	89
24	CC1=C(C)C(=O)OC([C@](C)(O)[C@]2(O)CC[C@@]3(O)[C@@H]4C[C@H]5O[C@]56CC=CC(=O)[C@]6(C)[C@H]4CC[C@]23COC(=O)c2ccc(C)o2)C1 (some centres not stated)	3.5*	-83*	-95*	-57*	-63*	-59*	-85*	-49*

Other entries
No.	compound	HS 578T	UACC-62	LOX IMVI	T-47D	SK-MEL-2	UACC-257	MALME-3M	BT-549
31	Nc1cc(O)cc2cccnc12	121	90	51	84	110	91	90	87
32	CCN1C(=S)N(CC)C2Nn3c(s/c(=C4\C(=O)N(C(C)C)c5ccccc54)c3=O)=NC21 (configuration not stated)	95	84	89	89	110	113	108	107
33	COc1cc(-c2nnc(Nc3c(C)cccc3C)o2)ccc1O	93	97	95	101	123	118	102	86
34	CCN(C(=O)c1cc(OC)c(OC)c(OC)c1)C1CCCCC1	119	103	96	91	105	97	102	136
35	O=C(N/N=c1/oc2ccccc2cc1-c1cc2ccccc2[nH]1)c1ccc(Cl)cc1	93	92	x	81	104	101	94	106
36	COC(=O)c1ccc(F)cc1	103	90	98	98	116	83	95	90
37	Cc1cc[n+](CC(=O)c2ccc3ccccc3c2)cc1	105	111	94	100	103	110	96	94
38	C=CCC(CC)(C(=O)O)C(=O)O	104	97	103	101	119	x	99	101
39	CCCCNCC(C)C(=O)OC (configuration not stated)	99	98	96	94	113	129	123	99
40	NC(=O)c1cccc(NC(=O)C2CCCO2)c1 (configuration not stated)	96	101	98	95	102	104	102	104
41	Cc1nn(-c2ccccc2)c(C)c1N=Nc1ccc2oc(=O)ccc2c1	110	77	101	79	108	105	109	120
42	CCC(C)OC(=S)S (configuration not stated)	115	100	100	95	88	94	x	120
43	CCCCCc1c(C)[nH]c(/C=C2\N=C(c3ccc[nH]3)C=C2CC)c1C	-28*	-97*	-91*	-75*	x	-84*	-75*	-97*
44	CS(=O)(=O)c1ccc(N2N=C(c3ccc(-c4ccccc4)cc3)CCC2=O)cc1	65	77	87	73	96	83	87	81
45	CCCNCCC(=O)Nc1ccc(C)c(Cl)c1	96	91	98	98	111	97	103	78
46	CC(c1ccc(Cl)cc1)N(CCN(C)C)c1ccccn1 (configuration not stated)	105	96	99	105	127	x	105	105
47	C#Cc1ccccc1NC(=O)c1sc2nc3c(cc2c1N)CCCCC3	100	95	96	95	101	110	102	96
48	CSc1nnc(-c2cc(-c3ccccc3)nc3ccccc23)o1	46	73	82	77	76	90	93	85
49	O=C1NC(=O)[C@@H]2CC=CC[C@H]12	112	102	97	104	104	92	104	100
50	O=C(O)CCN1C(=O)/C(=C/c2cc3cc4c(cc3nc2Cl)OCCO4)SC1=S	93	73	81	111	99	102	99	123
51	COc1nc2c(C)cccc2cc1-c1nc2c(cnn2-c2ccc(Br)cc2)c(=O)[nH]1	116	93	95	109	109	104	104	108
52	CC/C=C(\CC)C(=O)O	115	103	91	102	98	104	134	109
53	CC(CCC#N)(CCC#N)C(=O)c1ccccc1	98	104	100	94	x	106	114	x
54	N#Cc1ccccc1-c1ccc(CN2C(=O)Cc3cc(CCN4CCNCC4)c(Cl)cc32)cc1	90	71	90	80	116	77	93	90
55	Brc1ccc(/C=C(/C2=NCCN2)n2ccc3ccccc32)cc1	78	76	50	53	91	79	75	80
56	O=C(O)c1ccc(-c2nn(-c3ccc(C(=O)O)cc3)cc2/C=N/NC(=O)c2ccc(O)cc2)cc1	93	95	100	97	110	107	86	74
57	O=c1[nH]c(-c2cccc(F)c2)cc2cc(F)ccc12	35	36	43	50	67	55	73	67
58	ClCC#CCSc1ncnc2nc[nH]c12	96	98	x	91	98	99	x	89
59	CC1OC(=O)C(C)C1=O (configuration not stated)	96	x	101	81	105	79	98	106
60	CCOC(=O)C(c1ccccc1)c1ccccc1	121	93	92	107	107	101	110	112
61	O=C1NC(=S)NC(=O)C1=Cc1cc(-c2ccc(Cl)cc2)n(-c2ccccc2)n1	97	80	72	77	98	101	87	80
62	CC(=O)Oc1c(Cl)cccc1-c1ccccc1	91	x	103	x	99	88	111	x
63	O=C(CCOCCNC(=O)COc1ccc2c(c1)OCC(c1ccc(F)cc1)C2=O)NCCCC(O)(P(=O)(O)O)P(=O)(O)O (configuration not stated)	105	105	98	101	104	112	113	105
64	CC(=O)C(CO)C(=O)Nc1ccccc1 (configuration not stated)	118	98	84	94	90	86	109	106
65	Oc1ccc(Br)cc1-c1nc2ccccc2s1	100	84	91	71	98	98	100	92
66	CCOc1ccc2nc(/N=C(\N)C(Cl)(Cl)Cl)sc2c1	117	84	94	78	108	100	105	113
67	NS(=O)(=O)c1ccc(Nc2nc(SCC(=O)c3ccc(Cl)cc3)nc3c2CCCC3)cc1	45	48	24	13	67	62	67	67
68	CCOC(=O)c1ccccc1OCC	134	111	97	x	108	105	105	97
69	O=C1C(=O)N(CN2CCCCC2)c2ccccc21	100	101	96	97	106	101	96	101
70	Clc1ccc(-c2nc(-c3ccco3)cn3ccnc23)cc1	74	88	55	40	100	75	77	84
71	CC(=O)c1ccc(NC(=O)COc2ccc(C3SCC(=O)N3c3ccc(Br)cc3)cc2)cc1 (configuration not stated)	100	79	92	89	96	102	107	96

Structures from the list above containing a nitro group on carbon (3):
No.	compound	HS 578T	UACC-62	LOX IMVI	T-47D	SK-MEL-2	UACC-257	MALME-3M	BT-549
12	O=C1/C(=C/c2ccc([N+](=O)[O-])cc2)CN(C(=O)CCN2CCC(=NO)CC2)C/C1=C\c1ccc([N+](=O)[O-])cc1	23	-52*	-83*	10	2.8*	-4.9*	-20*	-41*
25	Cc1ccc2c(C(C[N+](=O)[O-])c3ccccc3)c(-c3ccccc3)[nH]c2c1 (configuration not stated)	2.0*[9.5 µM]	38[9.5 µM]	28[9.5 µM]	16[9.5 µM]	1.0*[9.5 µM]	28[9.5 µM]	45[9.5 µM]	48[9.5 µM]
26	O=[N+]([O-])c1cccc(C[P+](c2ccccc2)(c2ccccc2)c2ccccc2)c1	x	75	81	65	76	65	70	87

Down the list, from the results shown:
Nos. 61–71 in HS 578T read 97, 91, 105, 118, 100, 117, 45, 134, 100, 74, 100
Nos. 61–71 in T-47D read 77, x, 101, 94, 71, 78, 13, x, 97, 40, 89

High-throughput results from PubChem BioAssay.
